Bioassay records (PubChem)
CXCR6 block: inhibitors of human CXCR6 receptor | O00574 | CHO-K1 PathHunter CXCR6 beta-arrestin, luminescence | inhibition, % at 20 µM | actives 0.36% (n = 360,000) | AID 602244; in the data active means inhibition above about 34%, passing the limit was not always enough;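 further: antagonist mode with CXCL16 agonist at 10 nM final; 0% = 10 nM CXCL16 with DMSO and 100% = unstimulated wells without agonist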
Target sequence (O00574 whole entry, looked up): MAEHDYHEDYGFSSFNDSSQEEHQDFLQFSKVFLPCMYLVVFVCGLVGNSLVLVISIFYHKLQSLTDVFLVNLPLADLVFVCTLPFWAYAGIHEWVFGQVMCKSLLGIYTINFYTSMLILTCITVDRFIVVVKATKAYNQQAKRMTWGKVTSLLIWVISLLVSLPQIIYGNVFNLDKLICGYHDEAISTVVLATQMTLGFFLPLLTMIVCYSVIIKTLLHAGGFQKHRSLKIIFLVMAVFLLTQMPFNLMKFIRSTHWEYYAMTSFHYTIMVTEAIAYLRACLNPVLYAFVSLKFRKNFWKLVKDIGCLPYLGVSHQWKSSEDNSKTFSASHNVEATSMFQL
Jurkat NFkB inh: inhibitors of the PMA/ionomycin-induced NF-kB reporter in Jurkat cells | actives 0.53% (n = 330,000) | inhibition, % at 4 µM | PMA/ionomycin-induced NF-kB luciferase reporter, luminescence; in the data active means inhibition above about 50%
UPR XBP1 act: adaptive UPR (XBP1) activation | CHO-XBP1 luciferase reporter, IRE1-XBP1 UPR activation, luminescence; percent of tunicamycin response, DMSO as zero | activation, % at 20 µM | actives 0.33% (n = 330,000);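 active means versus positive control, 20 µM dose yields 30% or more activation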;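 further: 100% = tunicamycin at 10 µg/mL and 0% = DMSO only wells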
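Material: IRE1-XBP1 luciferase reporter CHO line / Quantity: one thousand reporter cells per well / Buffer or medium: F12 with 10% serum / Compound: 20 µM single concentration, DMSO 1% / Times: 6 h treatment, 37 °C / Detection: Steady-Glo luciferase glow luminescence, 10 min after reagent addition / Benchmarks: tunicamycin high, DMSO low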
EBI2 block: EBI2 (human) antagonism; P32249; EBI2 beta-arrestin recruitment, luminescence, 7a,25-OHC stimulated; inhibition, % at 5 µM; actives 0.81% (n = 360,000); AID 651636; in the data active means inhibition above about 38%;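 further: enzyme fragment complementation signal reports receptor beta-arrestin coupling in cells; 0% = agonist plus DMSO wells and 100% = wells without agonist; some results beyond the cut were filed as inactive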
Target sequence (P32249 whole entry, looked up, the tested form may be a part): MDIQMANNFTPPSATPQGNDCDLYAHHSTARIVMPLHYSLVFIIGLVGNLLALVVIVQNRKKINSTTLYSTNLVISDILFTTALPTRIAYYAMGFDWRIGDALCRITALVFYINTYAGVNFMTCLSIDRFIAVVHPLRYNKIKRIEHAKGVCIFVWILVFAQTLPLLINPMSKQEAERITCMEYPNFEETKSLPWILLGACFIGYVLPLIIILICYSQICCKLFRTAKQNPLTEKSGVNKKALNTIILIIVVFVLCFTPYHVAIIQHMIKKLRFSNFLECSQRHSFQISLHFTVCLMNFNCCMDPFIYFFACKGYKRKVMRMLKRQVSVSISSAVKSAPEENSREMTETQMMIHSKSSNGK
UPR CHOP act: activators of apoptotic arm of unfolded protein response (CHOP) | CHO-CHOP luciferase reporter, UPR activation, luminescence; percent of tunicamycin response over DMSO baseline | activation, % at 10 µM | actives 0.34% (n = 330,000);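 active means at 10 µM dose, activation of 40% or more, normalized to positive control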;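 further: 100% = tunicamycin at 10 µg/mL and 0% = DMSO alone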
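Evaluation: % reporter activation, DMSO baseline versus tunicamycin full activation; System: CHO-CHOP luciferase reporter cell line; Input: 500 cells/well; Incubation: 6 h compound treatment, 37 °C; Measured by: Steady-Glo luciferase luminescence; Dosing: one dose, 10 µM in 0.5% DMSO; Buffer or medium: F12 medium, 10% FBS; Benchmarks: positive tunicamycin 10 µg/mL, negative DMSO alone.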
Gli-Sufu block: blocks Gli-Sufu signaling in a luciferase reporter. Sufu-KO-LIGHT fibroblasts, Gli luciferase reporter luminescence. inhibition, % at 5 µM. actives 0.74% (n = 340,000);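 active means inhibition above about 55%, limit read from the data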;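 further: 0% = DMSO-treated cells and 100% = wells with medium but no cells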
CCR6 antagonist: blocks CCL20-driven beta-arrestin recruitment at human CCR6; P51684; CHO-K1 CCR6 PathHunter beta-arrestin, luminescence, CCL20-stimulated; inhibition, % at 20 µM; actives 0.49% (n = 340,000);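 active means compounds whose inhibition of the agonist-driven luminescence signal at 20 µM reaches about 50%, limit read from the data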;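 further: cells stimulated with CCL20 at 14 nM final; plate controls were DMSO with CCL20 for no effect and DMSO without agonist for full effect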
Target sequence (P51684 whole entry, looked up): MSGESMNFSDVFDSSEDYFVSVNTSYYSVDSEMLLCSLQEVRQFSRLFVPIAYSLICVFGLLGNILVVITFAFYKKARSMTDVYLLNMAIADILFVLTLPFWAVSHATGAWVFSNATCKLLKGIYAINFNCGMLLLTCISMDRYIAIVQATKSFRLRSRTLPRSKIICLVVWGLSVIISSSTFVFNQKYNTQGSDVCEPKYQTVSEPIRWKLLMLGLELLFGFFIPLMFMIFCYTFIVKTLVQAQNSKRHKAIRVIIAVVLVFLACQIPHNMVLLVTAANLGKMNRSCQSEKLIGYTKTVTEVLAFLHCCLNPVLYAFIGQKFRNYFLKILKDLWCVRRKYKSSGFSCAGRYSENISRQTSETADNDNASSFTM
697 NFkB inh: inhibitors of the PMA/ionomycin-induced NF-kB reporter in 697 B cells; 697 B-cell NF-kB luciferase reporter, 16 h; inhibition, % at 4 µM; actives 0.33% (n = 330,000); AID 435022; in the data active means inhibition above about 35%
Mdm2 MdmX PPI: disrupts the human Mdm2-MdmX interaction; actives 3% (n = 330,000); AID 485346; SaOS-2 split-luciferase Mdm2/MdmX complementation, luminescence; inhibition, % at 8 µM;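 active means inhibition of at least 50% at 8 µM in the primary screen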
* marks the source's active call; other numbers are inactive results; nt = not tested or not shown. Outcome played no part in choosing rows (roughly 5% active in at least one column).

The first three compounds (preview)
SMILES	CXCR6 block	Jurkat NFkB inh	UPR XBP1 act	EBI2 block	UPR CHOP act	Gli-Sufu block	CCR6 antagonist	697 NFkB inh	Mdm2 MdmX PPI
Cc1cccc(-n2ncc3c(N4CCC(C)CC4)ncnc32)c1	1	-145	-3	14	4.2	-95	1	-193	-62
COc1ccc2c(CC(=O)N[C@@H](Cc3ccccc3)C(=O)O)cc(=O)oc2c1C	-3	-26	-1	0	-0.6	-2	2	-8	2
CCN(CC)CC(=O)c1c(N)n(Cc2ccccc2)c(=O)n(C)c1=O	-8	-10	-2	-7	-0.6	-5	1	3	-3

All compounds of this part, repeating the preview:
SMILES	CXCR6 block	Jurkat NFkB inh	UPR XBP1 act	EBI2 block	UPR CHOP act	Gli-Sufu block	CCR6 antagonist	697 NFkB inh	Mdm2 MdmX PPI
Cc1cccc(-n2ncc3c(N4CCC(C)CC4)ncnc32)c1	1	-145	-3	14	4.2	-95	1	-193	-62
COc1ccc2c(CC(=O)N[C@@H](Cc3ccccc3)C(=O)O)cc(=O)oc2c1C	-3	-26	-1	0	-0.6	-2	2	-8	2
CCN(CC)CC(=O)c1c(N)n(Cc2ccccc2)c(=O)n(C)c1=O	-8	-10	-2	-7	-0.6	-5	1	3	-3
Cc1ccc(CNC(=O)COC(=O)c2ccc(S(=O)(=O)N3CCOCC3)cc2)cc1	6	5	-4	-5	-1.1	6	8	15	-2
COC(=O)C(C(=O)OC)c1ncc(C(F)(F)F)cc1Cl	0	6	7	-13	1.0	-7	-2	6	4
O=[N+]([O-])c1ccc(-n2ccnc2)cc1	0	10	0	0	2.6	-6	-1	15	17
CC(=O)c1c(-c2ccc(Cl)cc2Cl)noc1C	-4	-15	3	-9	-1.5	0	-2	0	23
OCCN1CCN(C(=S)c2ccc(Cl)c(Cl)c2)CC1	-2	-8	1	-9	3.0	4	-4	-12	14
CC(C)COc1ccc(C(=O)CCN2CCCCC2)cc1	-6	-6	0	0	1.7	7	16	-21	14
OC1CCN(Cc2nc(Cc3ccccc3Cl)no2)CC1	-5	2	-2	-4	-0.5	0	7	1	-16
CCOC(=O)c1ccc(NCc2nc3ccccc3[nH]2)cc1	0	-93	-1	-8	5.2	-22	9	-74	-32
C[C@H](CO)N1C[C@H](C)[C@@H](CN(C)S(=O)(=O)c2ccccc2)Oc2ccc(NC(=O)C3CC3)cc2C1=O	4	-23	2	-8	2.0	-10	1	-34	-9
Cc1ccsc1/C=N/n1cnc2sc(C)c(C)c2c1=O	1	-63	0	8	7.2	-54	8	-49	-13
CC(C)CC(=O)NC(=S)Nc1ccccc1F	-7	-8	0	3	4.2	-5	4	-61	20
O=C1CC(C(=O)Nc2ccc(C(=O)N3CCOCC3)cc2)C2(CCCCC2)O1 (configuration not stated)	0	-1	-1	-6	0.4	-2	9	5	23
COc1ccc(OC)c(NC(=O)NCc2cccnc2)c1	-5	-4	-7	4	-0.1	-11	-7	10	-4
Cc1cc(N2CCOCC2)nc2ccc(NC(=S)NCCN(C)C)cc12	-8	-38	2	-7	-2.2	-20	0	-21	10
CCCC(=O)Nc1cc(OC)c(NC(=O)NC2CCCCC2)cc1OC	-6	6	-4	3	0.2	-10	2	1	-6
COc1cc(CN(C)Cc2cc(=O)n3ccsc3n2)ccc1OC(F)F	-5	13	-2	4	0.0	nt	2	-7	6
CCOC(=O)c1cc(-c2ccc(/C=C3/C(=O)NC(=O)C(C#N)=C3C)o2)ccc1Cl	-2	5	-4	1	3.4	6	13	-15	11
COc1cc(S(=O)(=O)N(Cc2cccs2)C2CC2)ccc1-n1cnnn1	-1	4	-1	6	-0.3	0	4	10	2
Cc1ccc(OCCCC(=O)Nc2ccccc2C(F)(F)F)cc1	0	1	-2	-2	2.0	-6	-3	19	32
CC(=O)NC(=S)Nc1ccc(NC(=O)COc2ccc(C(C)C)cc2)cc1	-5	8	5	-10	-0.3	-6	3	-4	25
O=C(O)CCCN=Cc1c(O)c2ccccc2oc1=O	6	-10	-1	-7	-0.2	-1	-10	-7	15
O=C(NNC1CC(=O)N(c2ccc(Br)cc2)C1=O)c1ccco1 (configuration not stated)	4	20	0	-5	0.9	7	4	25	-15
Nc1nc2cc(Cl)c(Br)cc2o1	-5	nt	nt	-8	nt	-2	-9	nt	nt
CCc1cc2cc(C)cc(C)c2nc1SCC(=O)N1CCN(C(=O)c2ccco2)CC1	5	-19	-3	-8	-4.5	8	-1	-11	17
CC1C(=O)OC(c2ccc(Br)cc2)C(C)(C)C1=O (configuration not stated)	-2	-1	-1	0	-0.5	1	1	-3	13
COc1ccc(C(=O)Nc2ccc(-c3nnn(CC(=O)NCc4ccco4)n3)cc2)cc1	5	2	-2	5	-1.3	0	6	27	68*
Clc1cc(/C=N\NC2=NCCN2)cc(Cl)n1	4	10	0	-7	1.1	9	8	9	24
CCN(CC)c1ccc(C(=O)N/N=C/c2ccccc2OC(F)F)cc1	4	-5	0	2	4.2	-14	16	-13	41
Cc1cccc(NC(=O)CN2CCN(C(=O)C(C)Oc3ccc(C#N)cc3)CC2)c1C (configuration not stated)	0	-7	1	-3	-1.4	-5	-1	16	11
Cc1ccc(C)c(NC(=O)CN(C)C(=O)CN2C(=O)NC3(CCc4ccccc43)C2=O)c1 (configuration not stated)	-3	7	-3	0	-2.1	-4	6	6	8
CC(C)OP(=O)(OC(C)C)C(Nc1ccc([N+](=O)[O-])cc1)c1cccc([N+](=O)[O-])c1 (configuration not stated)	8	6	1	0	0.4	0	-4	13	12
Cc1c(C(=O)O)sc2nc(-c3cccs3)cc(C(F)(F)F)c12	1	7	1	6	1.5	6	-2	2	-30
CCc1c(C)c2ccc(OC(C)C(=O)NC(Cc3c[nH]c4ccc(O)cc34)C(=O)O)c(C)c2oc1=O (configuration not stated)	1	0	-1	-2	1.3	0	2	-6	4
Cc1ccc2nc3c(c(C(=O)O)c2c1)CCC3	2	13	-3	-6	-0.9	-1	5	-1	-16
c1ccc2c(Cn3nnc4ccccc43)cccc2c1	6	19	-1	0	-0.1	-3	12	-16	30
COc1ccc(/C=C/C=C2\N=C(SC)SC2=O)cc1	15	-12	-4	5	-3.3	-4	19	-16	26
CCN(C(=O)COC(=O)/C=C/c1ccc(OC)c(OC)c1)c1c(N)n(Cc2ccccc2)c(=O)[nH]c1=O	10	nt	nt	-8	nt	-2	3	nt	nt
COc1cccc(C(CNC(=O)C2CCN(C(=O)Nc3ccccc3)CC2)N(C)C)c1 (configuration not stated)	4	-13	0	2	-0.9	1	11	7	5
CC(=O)NCCOC(=O)Nc1sc(=S)n(C)c1C	-14	-7	-1	-14	1.1	-7	-38	15	22
CC(C)(C)NC(=O)CN(C(=O)C1(C)CC(=O)N=C2C=CC=CN21)C1CCCC1 (configuration not stated)	6	-6	-3	-5	-2.4	5	13	18	-13
Cc1c(NC2(C#N)CCCCC2)c(=O)n(-c2ccccc2)n1C	-2	-2	0	-5	-1.0	-3	3	15	-3
CCOC(=O)C1(C(F)(F)F)N=C(C(F)(F)F)Nc2ccc(F)cc21 (configuration not stated)	-3	-18	1	-6	-1.8	-5	-3	-10	-30
CCCC(=O)Nc1cc(C(=O)O)ccc1Sc1ccc(C)cc1	4	7	-6	8	2.3	-6	8	6	-18
COc1ccc(N=C2S/C(=C\c3ccc(N4CCOCC4)o3)C(=O)N2CCc2c[nH]c3ccccc23)cc1	12	100*	-7	81*	139*	nt	nt	-38	95*
CC(Oc1cccc(Cl)c1)C(=O)Nc1cc(S(=O)(=O)N2CCOCC2)ccc1N1CCCC1 (configuration not stated)	-1	5	-2	5	-0.6	9	20	8	22
Cc1cccc(N/N=C(\C(N)=O)C2=NC(C)(C)Cc3ccccc32)c1	-1	-21	0	-20	-0.4	25	12	-90	58*
O=C(C[C@H]1C/C=C\C[C@H](Cc2ccc(F)cc2)C(=O)O[C@@H](c2ccccc2)CNC1=O)N[C@@H](CO)Cc1ccccc1	2	-3	-2	-23	0.8	14	0	-18	6
Cc1cc(Br)ccc1OCCCCN1CCCCC1	-1	-4	3	2	-0.3	29	8	-6	9
Cc1cc(S(=O)(=O)n2cnc3ccccc32)c(C)cc1Cl	-5	-4	0	1	2.1	0	-5	-3	20
CC1(C)CC(=O)C(Sc2nnc(-c3ccc(O)cc3)n2CC2CCCO2)C(=O)C1 (configuration not stated)	-5	6	-2	-2	-0.6	6	-11	-4	-7
CCn1ccnc1CN(C)C(=O)c1ccc(OC2CCN(CCc3ccccc3)CC2)cc1	7	0	-7	-7	-1.7	9	-3	-9	17
Cc1cc(C)c(C)c(S(=O)(=O)N2CCC(C(=O)OCC(=O)NC3CCS(=O)(=O)C3)CC2)c1C (configuration not stated)	0	6	-1	3	2.3	1	5	8	4
CC[C@]12c3[nH]c4cc(CCC(=O)N(C)C)ccc4c3CCN1C(=O)[C@@H](CC(=O)NCCCOC)C[C@@H]2C(=O)N1CCN(C(=O)c2ccco2)CC1	4	nt	5	-7	4.6	-9	6	-4	18
CNc1nc(OC)nc(N2CCOCC2)n1	4	9	-1	0	-1.1	-2	-2	10	-7
Cc1ccc(C(=O)NCc2ccncc2)cc1S(=O)(=O)N1CCCCC1	-4	15	-5	-16	3.4	5	12	-7	23
COc1ccc(OCCN(C)C(=O)c2cccc(S(=O)(=O)N(C)c3ccccc3)c2)cc1	5	-2	-2	19	-0.9	-12	9	-25	-6
CCOC(=O)Nc1ccc2c(c1)N(C(=O)CN1CCN(CCO)CC1)c1ccccc1CC2	3	5	-5	-6	-1.3	7	-11	9	31

(further entries)
SMILES	CXCR6 block	Jurkat NFkB inh	UPR XBP1 act	EBI2 block	UPR CHOP act	Gli-Sufu block	CCR6 antagonist	697 NFkB inh	Mdm2 MdmX PPI
Cc1nnc2n(-c3ccccc3)c(=O)c3c4c(sc3n12)CCCC4	-9	3	0	-2	-2.1	0	8	22	8
O=C(COC(=O)c1cc([N+](=O)[O-])ccc1NCCO)NCc1cccs1	-4	-1	4	-5	-1.9	2	8	11	4
C/C(=N\NC(=O)c1cc(C)nc2ccccc12)c1ccco1	-14	-6	-2	-8	-2.4	-20	4	8	11
O=C(Cn1cc(S(=O)(=O)Cc2cccc(F)c2)c2ccccc21)N1CCOCC1	5	-4	-4	-6	-0.6	0	11	-9	1
NC1=NC[C@@H](Cc2ccc(O)cc2)N1CCC12CC3CC(CC(C3)C1)C2	-4	12	3	6	0.1	-8	18	8	5
NC(=O)c1c(-c2cccs2)csc1N	nt	3	2	nt	0.8	-2	-1	0	-3
CC1CCCCN1CCNC(=O)c1ccc2c(c1)N(Cc1cccc(Cl)c1)C(=O)c1ccccc1S2=O (configuration not stated)	13	-13	-4	-8	2.4	14	34	-15	33
CCCNC(=O)C1(CC2CC(c3ccccc3)=NO2)CCN(C(=O)C2CCCC2)CC1 (configuration not stated)	1	-3	-4	-3	-0.1	-21	6	24	10
Cc1nn(C(=O)c2cccc([N+](=O)[O-])c2)c(C)c1Br	-2	-10	-1	6	-0.2	-17	4	-6	6
CCCCCCc1cc2cc(-c3nnc(-c4cc(OC)c(OC)c(OC)c4)o3)c(=O)oc2cc1O	nt	10	5	nt	3.0	12	-88	9	10
COc1cccc(/C=N/Nc2ncnc(Cl)c2N)c1O	-11	56*	17	-10	1.9	79*	-7	-85	100*
Cc1ccccc1NC(=O)Cc1cccc(C(F)(F)F)c1	-8	-15	-2	0	-0.6	17	8	-5	13
Cc1cc(NC(=O)CSCCO)no1	-8	-9	-2	-4	-0.7	-1	3	-11	8
